From PubChem BioAssay
Keap1-Nrf2 PPI: disrupts human Keap1 binding to Nrf2 peptide | Q14145 | Keap1 Kelch-Nrf2 peptide fluorescence polarization, 1536-well | inhibition, % at 9.4 µM | actives 0.15% (n = 340,000); in the data active = inhibition above about 12%;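 also: human Keap1 Kelch domain with fluorescein labeled Nrf2 9mer peptide probe; 0% = neutral control wells and 100% = peptide positive control; higher means more block of Keap1 binding to Nrf2 peptide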
PvdQ inh: P. aeruginosa PvdQ acylase inhibition; purified PvdQ acylase, fluorescence plate reader; inhibition, % at 10 µM; actives 0.063% (n = 340,000); in the data active = inhibition above about 30%, passing the limit was not always enough;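 also: 0% = vehicle neutral wells and 100% = reference inhibitor wells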
SR-BI DiI-HDL act: enhances SR-BI lipid uptake from DiI-HDL; activation, % at 12.5 µM; CHO ldlA[mSR-BI] cells, DiI-HDL uptake fluorescence, 3 h; 100 = double the neutral-control signal; actives 0.096% (n = 320,000);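 active = mean replicate activation of at least 60% and every replicate at or above 60%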;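 also: 0% = median plate neutral-control signal and 100% = twice that signal; values of inactives mirror those of a sister screen read the other way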
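Assay system: LDL receptor-deficient CHO ldlA cells overexpressing murine SR-BI / Medium: BSA-supplemented, HEPES-buffered Ham's F12, pH 7.4 / Probe or stimulus: DiI-labelled HDL at 10 µg/mL final / Timing: compound with DiI-HDL co-incubation, 3 h at 37 °C / Technique: bottom-read cell fluorescence after medium removal, ex 550/em 595 nm / Measure: HDL uptake via cellular fluorescence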
RTF Ca sens inh: cardiac RTF calcium desensitization | P19429+P45379 | IANBD-labeled cardiac RTF, Ca2+ fluorescence | inhibition, % at 7.15 µM | actives 0.12% (n = 340,000);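 active = inhibition above the mean inhibition of all tested compounds plus 3 SD, cut at about 17% in these data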;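 also: assay run at fixed EC70 calcium of 1.6 mM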
NSD2 HMT inh: inhibitors of human histone methyltransferase NSD2 | actives 0.54% (n = 310,000) | NSD2 peptide methylation, AlphaScreen, 120 min | inhibition, % at 12.5 µM | AID 743445; in the data active = inhibition above about 50%
Target sequence (O96028 whole entry, looked up): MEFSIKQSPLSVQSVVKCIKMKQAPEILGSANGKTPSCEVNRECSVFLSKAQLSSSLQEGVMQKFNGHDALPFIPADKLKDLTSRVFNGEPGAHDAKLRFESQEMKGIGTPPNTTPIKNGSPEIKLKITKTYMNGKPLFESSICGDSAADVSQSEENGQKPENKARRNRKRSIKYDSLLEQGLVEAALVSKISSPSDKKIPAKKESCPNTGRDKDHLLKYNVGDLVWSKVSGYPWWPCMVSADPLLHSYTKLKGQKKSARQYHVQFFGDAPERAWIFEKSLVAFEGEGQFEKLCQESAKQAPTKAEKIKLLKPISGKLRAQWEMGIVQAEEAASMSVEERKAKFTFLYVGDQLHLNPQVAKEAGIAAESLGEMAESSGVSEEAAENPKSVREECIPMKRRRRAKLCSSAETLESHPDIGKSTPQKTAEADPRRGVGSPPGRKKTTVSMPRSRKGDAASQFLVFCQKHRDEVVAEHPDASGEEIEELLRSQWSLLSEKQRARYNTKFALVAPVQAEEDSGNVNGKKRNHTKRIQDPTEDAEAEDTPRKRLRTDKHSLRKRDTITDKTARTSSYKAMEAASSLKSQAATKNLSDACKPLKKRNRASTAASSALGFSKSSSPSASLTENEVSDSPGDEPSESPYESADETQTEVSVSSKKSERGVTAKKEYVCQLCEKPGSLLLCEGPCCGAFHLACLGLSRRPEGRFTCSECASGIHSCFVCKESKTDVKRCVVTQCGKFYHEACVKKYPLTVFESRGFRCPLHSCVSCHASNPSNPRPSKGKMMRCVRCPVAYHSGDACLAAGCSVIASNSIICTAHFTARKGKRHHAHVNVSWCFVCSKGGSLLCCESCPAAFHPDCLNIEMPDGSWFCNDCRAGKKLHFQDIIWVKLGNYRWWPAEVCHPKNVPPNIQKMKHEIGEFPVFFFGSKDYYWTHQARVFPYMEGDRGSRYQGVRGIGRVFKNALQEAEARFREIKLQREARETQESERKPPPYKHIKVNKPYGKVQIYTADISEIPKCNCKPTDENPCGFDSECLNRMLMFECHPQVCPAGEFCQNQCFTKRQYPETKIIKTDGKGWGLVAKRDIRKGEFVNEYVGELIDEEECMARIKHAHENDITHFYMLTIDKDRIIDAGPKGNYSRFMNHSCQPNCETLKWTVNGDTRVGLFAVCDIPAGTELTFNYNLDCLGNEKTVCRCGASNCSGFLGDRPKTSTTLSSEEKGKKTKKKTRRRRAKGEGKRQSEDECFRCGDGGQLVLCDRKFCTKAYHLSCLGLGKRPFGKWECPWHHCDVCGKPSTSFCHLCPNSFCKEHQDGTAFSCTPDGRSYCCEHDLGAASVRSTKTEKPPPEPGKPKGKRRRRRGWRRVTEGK
LANA DNA inh: inhibitors of KSHV LANA C-terminal domain DNA binding. inhibition, % at 9 µM. MBP-C-LANA/FAM-LBS DNA binding, fluorescence polarization. AID 504423. actives 0.078% (n = 340,000);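 active = highest replicate inhibition at or above 60% at 9 µM, even if other replicates fall short; inactive = all replicates below 60% inhibition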;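 also: 0% = neutral control wells and 100% = 4 µM acridine orange control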
DAGLB inhibitor: diacylglycerol lipase beta (human) inhibition; actives 0.059% (n = 340,000); inhibition, % at 5.17 µM; Q8NCG7; HEK293T DAGLB membrane lysate, EnzChek fluorogenic substrate; AID 504411; in the data active = inhibition above about 34%;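 also: 0% = enzyme with vehicle and 100% = wells lacking enzyme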
PKA-R2B act: PKA-R2B complex activation | PKA-R2B holoenzyme dissociation, Cy5-IP20 fluorescence polarization; R2B truncated from residue 108, S112A mutant; 0% DMSO only, 100% 113 µM cGMP | actives 0.079% (n = 340,000) | activation, % at 11.4 µM | P22694+P31323 | AID 504700;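 active = activation above a cutoff set at the mean over all compounds plus 3 SD, cut at about 18% in these data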;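 also: higher means more holoenzyme dissociation and a rise in polarization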
SR-BI HDL uptake: blocks mouse SR-BI lipid uptake from DiI-HDL; inhibition, % at 12.5 µM; actives 0.96% (n = 320,000); Q61009; AID 488896; ldlA[mSR-BI] CHO cells, DiI-HDL uptake fluorescence, 3 h;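 active = mean replicate inhibition of at least 70% and a set share of replicates each scoring 70 or more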;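 also: 0% = median of neutral control wells and 100% = median of positive control wells; values of inactives mirror those of a sister screen read the other way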
Arr AP2 block: human beta-arrestin and AP2 interaction inhibition; inhibition, % at 10 µM; actives 0.31% (n = 340,000); FITC-arrestin peptide / GST-AP2 beads, flow cytometry; AP2 beta2 appendage carries R879A mutation; AID 504490;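 active = inhibition above a set limit, near 3 SD of compounds lacking own fluorescence, cut at about 54% in these data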;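 also: plate controls were DMSO wells for no effect and 5 µM unlabelled arrestin peptide for full effect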
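Test system: GST-tagged AP2 beta2-adaptin appendage (R879A) on 4 µm glutathione beads; also added: fluorescein-tagged arrestin peptide at 50 nM final; timing: 12 min plus 1 h, RT; signal: flow cytometry, FL1 (488/535 nm); read-out: percent drop in bead-associated FITC signal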
* = called active by the depositor; . = not tested or not shown.

SMILES	Keap1-Nrf2 PPI	PvdQ inh	SR-BI DiI-HDL act	RTF Ca sens inh	NSD2 HMT inh	LANA DNA inh	DAGLB inhibitor	PKA-R2B act	SR-BI HDL uptake	Arr AP2 block
O=C(N/N=C/c1c[nH]c2ccccc12)c1ccccc1	0.2	-12.9	-2.3	-6.5	1.4	-0.6	2.1	6.9	2.3	1.1
c1ccc(CN2CCC3(CC2)Nc2ccccc2CO3)cc1	2.5	1.5	3.2	-8.4	10.3	0.4	0.9	6.8	-3.2	2.3
CC(C(=O)c1ccc(-c2ccccc2)cc1)[n+]1cccc(C(N)=O)c1 (configuration not stated)	-4.0	-13.9	3.4	-11.9	10.8	0.8	1.7	-7.9	-3.4	7.0
FC(F)(F)c1nnc(N2CCN(c3ccc(Cl)cc3)CC2)s1	-0.8	1.1	-18.5	4.3	-3.8	-2.3	-0.3	0.6	18.5	13.0
COC(=O)Nc1nn(Cc2ccccc2F)cc1Br	0.7	3.9	16.8	0.6	1.7	0.3	-1.4	-9.7	-16.8	20.8
Fc1cccc(Cl)c1CSc1nnc(-c2ccncc2)o1	-2.3	7.3	-0.5	4.5	1.6	-2.4	-3.6	-2.5	0.5	11.3
COC(=O)Cn1c(O)c(N=NC(=O)CNC(=O)COc2cccc(C)c2)c2ccccc21	-1.0	-4.6	10.6	-3.0	3.6	0.8	1.9	-5.5	-10.6	13.1
CCC(C)NC(=O)COc1ccc(OCc2ccccc2)cc1 (configuration not stated)	-3.4	-15.2	11.0	5.0	-3.1	2.4	-1.2	0.4	-11.0	0.3
O=C1CCC(C(=O)Nc2ccccc2)N1 (configuration not stated)	0.9	-15.8	4.4	-7.9	22.3	0.1	0.9	-8.4	-4.4	10.3
CNC(=O)c1[nH]cnc1C(=O)Nc1ccc(F)cc1	4.3	5.5	13.5	-5.6	-1.0	1.8	-1.1	-14.1	-13.5	10.6
COc1ccc(-c2csc(NC(=O)c3ccc(S(=O)(=O)N4CCc5ccccc5C4)cc3)n2)cc1	-1.4	-15.1	-56.0	-29.0	0.2	0.1	-3.0	-2.0	56.0	-10.5
COc1ccc([C@H]2[C@H](C(=O)OC(C)(C)C)N3N=Cc4ccccc4C3C23C(=O)c2ccccc2C3=O)cc1OC (some centres not stated)	0.0	-11.5	17.1	-10.8	.	-0.4	4.8	8.2	-11.0	5.6
Cc1noc(C)c1COC(=O)CCCOc1ccc(Cl)cc1Cl	-1.3	-2.0	16.7	0.9	-11.0	-0.3	-4.7	-2.2	-16.7	1.3
O=C(CC(Nc1ccc(Cl)cc1Cl)C(=O)O)c1ccccc1 (configuration not stated)	-2.3	-1.2	-8.7	2.7	8.4	2.0	2.1	9.9	8.7	-11.5
CCC1(c2ccccc2)NC(=O)N(CC(=O)Nc2nnc(C3CC3)s2)C1=O (configuration not stated)	-2.2	-9.0	22.0	-1.3	-0.6	-3.6	0.8	1.4	-22.0	-0.1
CN1CCN(CC(=O)Nc2cc(N3CCOCC3)ccc2[N+](=O)[O-])CC1	-7.7	-12.8	1.3	-1.2	3.9	3.9	1.0	-11.7	-1.3	3.2
CCN1C(=O)c2ccccc2S(=O)c2ccc(C(=O)NCCN(CC(C)C)CC(C)C)cc21 (configuration not stated)	-3.7	-4.3	-0.5	0.9	5.2	2.6	2.7	-2.3	0.5	-15.1
COc1ccc(CN(CC2CCC(C(=O)O)CC2)C(=S)Nc2ccccc2OC)cc1 (configuration not stated)	-4.1	-6.9	24.3	3.8	-3.7	-0.2	0.7	0.4	-24.3	-2.3
CCOC(=O)[C@@H]1[C@H]2COc3cc(OC)ccc3[C@@H]2N2C(=O)N(c3ccc(F)cc3)C(=O)[C@]12C	-7.0	12.0	13.3	1.0	.	-1.2	-4.2	0.8	-13.3	4.8
COc1cc2c(cc1OC)C(COc1cc(C)cc(C)c1)N(C(C)=O)CC2 (configuration not stated)	-4.8	-15.1	13.6	-7.1	3.8	-0.2	-2.0	2.3	-13.6	-3.2

An excerpt of these results, with values under each structure.
Results follow in this order: Keap1-Nrf2 PPI	PvdQ inh	SR-BI DiI-HDL act	RTF Ca sens inh	NSD2 HMT inh	LANA DNA inh	DAGLB inhibitor	PKA-R2B act	SR-BI HDL uptake	Arr AP2 block
FC(F)(F)c1nnc(N2CCN(c3ccc(Cl)cc3)CC2)s1
→ -0.8	1.1	-18.5	4.3	-3.8	-2.3	-0.3	0.6	18.5	13.0
Cc1noc(C)c1COC(=O)CCCOc1ccc(Cl)cc1Cl
→ -1.3	-2.0	16.7	0.9	-11.0	-0.3	-4.7	-2.2	-16.7	1.3
O=C(CC(Nc1ccc(Cl)cc1Cl)C(=O)O)c1ccccc1 (configuration not stated)
→ -2.3	-1.2	-8.7	2.7	8.4	2.0	2.1	9.9	8.7	-11.5
O=C1CCC(C(=O)Nc2ccccc2)N1 (configuration not stated)
→ 0.9	-15.8	4.4	-7.9	22.3	0.1	0.9	-8.4	-4.4	10.3
Fc1cccc(Cl)c1CSc1nnc(-c2ccncc2)o1
→ -2.3	7.3	-0.5	4.5	1.6	-2.4	-3.6	-2.5	0.5	11.3

Carrying on.
SMILES	Keap1-Nrf2 PPI	PvdQ inh	SR-BI DiI-HDL act	RTF Ca sens inh	NSD2 HMT inh	LANA DNA inh	DAGLB inhibitor	PKA-R2B act	SR-BI HDL uptake	Arr AP2 block
CC(=O)c1cccc(N(C(=O)c2ccccn2)C(C(=O)NC2CCCCC2)c2ccccc2)c1 (configuration not stated)	-1.4	-10.0	19.7	-5.9	-9.2	1.5	-2.1	8.9	-19.7	11.0
COc1ccccc1N1CCN(C(=O)COc2cccc3ccccc23)CC1	0.3	-10.2	-9.3	-5.0	0.5	-0.7	-8.3	-6.4	9.3	40.9
O=C(CN1CCN(CCC(=O)Nc2ccccc2F)CC1)Nc1ccc(F)cc1	-1.6	-0.1	-8.9	-0.8	-3.0	0.3	0.4	-3.1	8.9	-8.4
O=C(NCc1nc2ccccc2[nH]1)C1=C[C@@H](c2ccc(C(F)(F)F)cc2)C[C@@H](OCc2ccc(CO)cc2)O1	-4.6	4.0	29.5	-3.9	.	-0.5	-0.7	-0.9	-29.5	-10.2
CN1[C@@H]2CC[C@H]1CC(OC(=O)c1c[nH]c3ccccc13)C2 (some centres not stated)	-2.4	6.8	5.4	-5.7	.	-1.6	-0.5	1.4	-5.4	11.9
CCN(CC)S(=O)(=O)c1ccc2c(c1)nc(CCC(=O)Nc1ccc(N3CCOCC3)cc1)n2C	1.1	-4.6	-51.7	-6.1	-0.4	0.0	3.9	6.0	51.7	1.2
CC(NC(=O)c1ccco1)c1ccc(-n2ccnc2)cc1 (configuration not stated)	-1.4	-16.2	10.4	-5.6	-0.7	0.3	1.1	-3.5	-10.5	-2.2
CCCc1nc(SCc2ccccn2)c2c(=O)n(C)c(=O)n(C)c2n1	-3.8	-12.6	-0.8	4.8	.	-0.8	-3.1	-3.6	0.8	-5.5
O=C(O)C1=CC[C@@H](c2ccc(Cl)cc2)N(S(=O)(=O)c2ccc(Cl)cc2)C1	-3.4	-13.5	7.1	-3.1	.	1.4	2.0	-1.6	-7.1	0.5
CC(C)(C)c1ccc(/C=C2\SC(=O)N(CCNC(=O)c3cccc(S(=O)(=O)N4CCOCC4)c3)C2=O)cc1	-0.6	-1.7	2.3	-8.5	0.0	-0.3	-3.0	-3.9	-2.3	3.8
O=C(CSc1nncs1)Nc1nnc(-c2ccccc2)o1	-5.5	-9.6	-13.7	0.7	-1.7	1.1	-1.9	1.2	13.7	-6.6
Cc1nn(-c2cc(Cl)ccc2Cl)c(C)c1C(=O)O	-2.1	0.3	20.3	-4.8	-3.4	0.0	1.7	0.8	-20.3	33.9
Cc1cc2nncn2c(Cc2ccccc2)n1	-3.5	-20.0	20.6	-5.6	-1.6	1.0	1.0	-10.2	-20.6	-9.6
COc1ccc(CCNC(=O)c2cc(-c3cc(C)c(C)cc3O)n[nH]2)cc1OC	2.4	-13.9	-56.5	-4.6	-0.1	3.0	-1.0	4.4	56.5	2.2
O=C(COC(=O)c1ccc2c(c1)OCO2)NCc1ccc(Cl)cc1	-1.2	-20.1	20.0	-10.3	-0.4	1.2	-7.4	-7.4	-20.0	3.4
COCCCNC(=S)N/N=C/c1ccc(O)cc1	-6.6	-11.5	-22.2	-9.8	-3.1	0.1	2.1	1.3	22.2	5.1
NC(=O)C1CC(=O)N(c2ccc(OCC(=O)NCc3ccccc3)cc2)C1 (configuration not stated)	2.9	-4.9	26.5	0.2	-0.6	-0.3	-0.7	0.9	-26.5	-1.9
C=C1c2ccccc2NC(=S)N1Cc1ccc2c(c1)OCO2	0.2	-16.1	3.6	-11.2	-1.0	1.8	-4.2	-10.3	-3.6	0.1
Cc1c(C(=O)OCc2nnc(-c3ccccc3)o2)oc2ccccc12	-4.9	1.6	2.4	-4.5	-1.7	-1.7	-11.5	10.3	-2.4	0.2
O=C(O)COc1ccc(/C=N/NC(=O)/C(=C/C=C/c2ccccc2)NC(=O)c2ccccc2)cc1	-0.6	16.8	4.2	3.2	3.4	-2.3	2.7	1.8	-4.2	18.3
Nn1c(SCC(=O)Nc2ccc(F)cc2)nnc1C1CCCCC1	-8.0	-15.4	-12.5	-6.3	3.4	-0.2	0.2	5.9	12.5	-5.8
COc1ccc(/C=C2\SC(=S)N(CC3CCCO3)C2=O)cc1 (configuration not stated)	-2.5	13.6	15.9	3.4	16.1	-0.6	-4.2	-14.2	-15.9	13.3
Oc1ccc(CNCC2COc3ccccc3O2)cc1 (configuration not stated)	-6.5	7.2	-5.9	-10.7	1.5	0.0	3.0	1.8	5.9	8.7
CCC(=O)Oc1ccc(C(=O)Nc2cccc(C(=O)c3ccccc3)c2)cc1	-1.6	-13.9	-44.6	-13.4	-8.6	-1.0	-2.9	2.6	44.6	-7.5
CCn1c(C(C)NC(=O)c2cccc(C)c2)n[nH]c1=S (configuration not stated)	1.9	-4.1	5.9	-20.0	14.3	-0.6	-0.9	-8.2	-5.9	22.2
O=C(Nc1nnc(CC2=CCCCC2)s1)c1cccs1	2.6	-1.1	-23.8	-4.5	-4.7	-1.0	3.4	-1.1	23.8	9.2
Cc1ccccc1NC(=O)C1C2CCC(O2)C1C(=O)O (configuration not stated)	-2.9	-5.0	11.7	-12.4	1.4	-1.0	-7.9	-2.9	-11.7	-2.7
